ERK EGF inh = inhibitors of EGF-stimulated ERK signaling pathway. HEK293-V1b, EGF-stimulated phospho-ERK AlphaScreen. Potency, µM (titrated, usually from 11.5 µM), for the others: at the highest dose activity change, negative = inhibition, most hits filed as inhibitors. 0.41% of 130,000 active. AID 1454; active = well fitted inhibition curve with a large enough effect; inconclusive = small, poorly fitted or top-dose-only effect, or effect the other way;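 also: plate controls were stimulated vehicle wells for no effect and unstimulated vehicle basal for full effect; nearly all actives have a fitted effect of over 55% in size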
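HEK293 cells stably expressing V1b receptor, serum-reduced (1% FBS) overnight, pretreated 30 min with compound, then stimulated 5 min with 25 nM EGF; phospho-ERK detected by AlphaScreen SureFire. AC50 from Hill fits, normalized to DMSO and EGF.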
Active calls of the source: *; u = inconclusive; & = joins results of further samples; [ ] = another dose, or the depositor's remark. Potency is read from the fitted curve at half-maximal effect. An excerpt; the hit share may differ from the screen's.

The opening 15 compounds, ahead of the listing:
SMILES | ERK EGF inh
Cc1ccccc1NC(=O)Cn1nnc2sc3c(c2c1=O)CC(C)(C)OC3 | -9%[57.5 µM]
COc1ccc(/C=N/NC(=O)CN2CCSCC2)c(OC)c1 | 1%
COc1ccc(N2CC(NC(=O)NCCC(C)C)CC2=O)cc1 (centres undefined) | -9%
CCOC(=O)C(=O)Nc1cc(Cl)ccc1C | 1%
CC(=O)CC(=O)Nc1ccc(Cl)cn1 | 9%
O=C(CSc1ncn[nH]1)c1ccco1 | 4%
CCn1ccnc1CNCc1ccc(OCC(O)CN(C)Cc2ccccc2)cc1 (centres undefined) | -2%[57.5 µM]
Cc1cc(CN2CCCC(CNC(=O)c3ccc(F)cc3)C2)cc(C)c1O (centres undefined) | 3%
Cc1cc(=O)c2ccc(Cl)cc2[nH]1 | -4%
Cn1cccc1/C=N/N1CCN(Cc2ccccc2)CC1 | u
C=C1CCC(=O)C(C)CCC2C1CC2(C)C (centres undefined) | 24%
CCOC(=O)c1ccc(CNCc2ccc(C)cc2)cc1 | 0%
CCN(CCCNC(=O)CC1Oc2ccc(C)cc2NC1=O)Cc1ccccc1 (centres undefined) | 1%
O=C(CSc1nc2ccccc2s1)Nc1cc(C(=O)O)cc(C(=O)O)c1 | 2%
Cc1c(NC(=O)COC(=O)C23CC4CC(CC(O)(C4)C2)C3)c(=O)n(-c2ccccc2)n1C | -8%

Main list, previewed entries included:
SMILES | ERK EGF inh
Cc1ccccc1NC(=O)Cn1nnc2sc3c(c2c1=O)CC(C)(C)OC3 | -9%[57.5 µM]
COc1ccc(/C=N/NC(=O)CN2CCSCC2)c(OC)c1 | 1%
COc1ccc(N2CC(NC(=O)NCCC(C)C)CC2=O)cc1 (centres undefined) | -9%
CCOC(=O)C(=O)Nc1cc(Cl)ccc1C | 1%
CC(=O)CC(=O)Nc1ccc(Cl)cn1 | 9%
O=C(CSc1ncn[nH]1)c1ccco1 | 4%
CCn1ccnc1CNCc1ccc(OCC(O)CN(C)Cc2ccccc2)cc1 (centres undefined) | -2%[57.5 µM]
Cc1cc(CN2CCCC(CNC(=O)c3ccc(F)cc3)C2)cc(C)c1O (centres undefined) | 3%
Cc1cc(=O)c2ccc(Cl)cc2[nH]1 | -4%
Cn1cccc1/C=N/N1CCN(Cc2ccccc2)CC1 | u
C=C1CCC(=O)C(C)CCC2C1CC2(C)C (centres undefined) | 24%
CCOC(=O)c1ccc(CNCc2ccc(C)cc2)cc1 | 0%
CCN(CCCNC(=O)CC1Oc2ccc(C)cc2NC1=O)Cc1ccccc1 (centres undefined) | 1%
O=C(CSc1nc2ccccc2s1)Nc1cc(C(=O)O)cc(C(=O)O)c1 | 2%
Cc1c(NC(=O)COC(=O)C23CC4CC(CC(O)(C4)C2)C3)c(=O)n(-c2ccccc2)n1C | -8%
CCCCC(CC)C1OCC(CN2CCCCC2)O1 (centres undefined) | -3%[57.5 µM]
Cc1nc(NC2CCCCC2)c2nc(-c3ccccc3)n(C(C)CN(C)C)c2n1 (centres undefined) | -2%
CC(C)c1ccc(S(=O)(=O)c2nnn3c2nc(N2CCCCC2)c2ccccc23)cc1 | 4%
COc1ccccc1NC(C)C(=O)N/N=C/c1cccs1 (centres undefined) | -1%
COc1cc2c(cc1OC)CN(C(=S)Nc1c(C)cccc1C)CC2 | -10%
Cc1nn(C(=O)CNS(=O)(=O)c2ccccc2)c(C)c1Sc1ccc(Cl)cc1 | 2%
CC(C)CNC(=O)c1cnn2c(C(F)(F)F)cc(C(F)(F)F)nc12 | -17%[57.5 µM]
O=C(CO/N=C/c1ccccc1OC(F)F)NCc1cccs1 | 5%
Cc1cc(C)c(NC(=O)NC(=O)C(Cl)(Cl)Cl)c(C)c1 | -13%[57.5 µM]
Clc1cc(Cl)cc(Nc2ncnc(-n3cccc3)n2)c1 | -2%[57.5 µM]
COc1ccc(N2C(=O)CC(N3CCN(S(=O)(=O)c4cc(C)ccc4C)CC3)C2=O)cc1 (centres undefined) | -4%
O=C(Cn1nnc(-c2ccc(NC(=O)c3ccccc3F)cc2)n1)NCc1ccc(F)cc1 | -9%[57.5 µM]
Cc1c(Cl)cccc1NC(=O)COC(=O)CN1C(=O)NC(C)(C)C1=O | 0%[57.5 µM]
O=S(=O)(Nc1cc(C(F)(F)F)ccc1N1CCOCC1)c1ccc2ccccc2c1 | 6%
CC1CC(CCC(=O)NC(=S)Nc2ccc(Cl)cn2)C(=O)O1 (centres undefined) | -5%
O=C(N[C@H](CO)[C@H](O)c1ccc([N+](=O)[O-])cc1)C(Cl)Cl | -4%
COCCn1c(C(=O)N2CCCC2)cc2c1C[C@H]1CN(C(=O)c3ccccc3)[C@@](Cc3ccc(OC)cc3)(C(=O)OC)[C@@H]21 | 0%
CC(OC(=O)c1ccncc1)C(=O)Nc1ccc([N+](=O)[O-])cc1Cl (centres undefined) | -10%
CCOc1ccc(C2/C(=C(\O)c3cccc(OC)c3)C(=O)C(=O)N2c2ccccn2)cc1OC (centres undefined) | -7%[57.5 µM]
Cc1ccc2oc(/N=C(\N)NC(=O)C3CC3)nc2c1 | u
C(=C\c1nccc2c1[nH]c1ccccc12)/c1ccccc1 | u
COc1ccc(-n2nc(C(=O)Nc3cc(OC)c(OC)c(OC)c3)c3ccccc3c2=O)c(OC)c1 | -6%[57.5 µM]
COc1ccc(CNC(=O)CSc2nnnn2C)cc1OC | 4%
CCOC(=O)C(NC(=O)c1ccccc1)(OCc1ccccc1)C(F)(F)F (centres undefined) | -10%
CCS(=O)(=O)c1ccc(N)cc1 | 3%
CC(C)CNC(=O)COc1cccc(C(=O)NCc2ccccc2)c1 | -2%
Cc1cc(C(=O)CSc2ncn[nH]2)c(C)n1-c1cccc(S(=O)(=O)N2CCOCC2)c1 | -5%
COc1cccc([C@@H]2Oc3ccc(OC)cc3C(=O)[C@H]2OC(=O)N[C@H](C)C2CCCCC2)c1 | -9%&-2%
O=C(c1ccccc1F)N1CCN(Cc2cccc(Cl)c2)CC1 | 5%
O=C1[C@@H]2[C@H]3CC[C@H](C3)[C@@H]2C(=O)N1O | -8%[57.5 µM]
CCOc1ccc(C(=O)Nc2cccc(C(=O)O)c2)cc1Cl | -1%
C/C=N/NC(=O)c1cc(Br)ccc1O | -3%
COc1ccc(/C=N/NC(=O)c2cccc(O)c2)cc1Cn1nc(C)c([N+](=O)[O-])c1C | -9%
COc1ccc(S(=O)(=O)NCCc2nnc3ccc(SCC(=O)Nc4nc(C)cs4)nn23)cc1 | -3%
NC(=S)N/N=C/c1coc2c(ccc3ccccc32)c1=O | -3%
O=C(Nc1ccon1)c1sc2cc(F)ccc2c1Cl | 1%
N=c1ccn2c(n1)O[C@@H]1[C@H](O)[C@H](CO)O[C@@H]12 | -2%
O=C(Cc1c[nH]c2ccccc12)NC1(C(=O)NC2CCCC2)CCCCC1 | -3%
COC(=O)N(NC(=O)C(O)(c1ccccc1)c1ccccc1)c1ccc(C)cc1 | -9%
COc1ccccc1-c1ccc(=O)n(CC(=O)NCc2cccs2)n1 | -2%
CCn1cc([N+](=O)[O-])c(C(=O)N2CCN(C(=O)c3ccco3)CC2)n1 | 8%
Cc1cc2nc(-c3ccc(SCc4ccccn4)nc3)[nH]c2cc1C | u
CNC(=S)N(CCc1c(C)[nH]c2ccc(C)cc12)Cc1cccs1 | -2%
O=C1CC(C(=O)Nc2cc(Cl)ccc2Cl)n2ncnc2N1 (centres undefined) | 19%
COC(=O)c1cccc([N+](=O)[O-])c1CN1CCCC(C(N)=O)C1 (centres undefined) | -5%
Following part.
SMILES | ERK EGF inh
O=C(NNC(=O)c1ccc([N+](=O)[O-])cc1Cl)c1ccncc1 | -1%
CC(=O)Nc1ccc(NC(=O)COC(=O)C2c3ccccc3Oc3ccccc32)cc1 | -5%
O=C(NN1C(=O)C2C3c4ccccc4C(c4ccccc43)C2C1=O)c1ccccc1 (centres undefined) | u
COc1cccc([C@@H]2Oc3ccc(Br)cc3C(=O)[C@H]2OC(=O)N[C@H]2CCCc3ccccc32)c1 | 5%
CCOC(=O)c1nc(C)nc(Sc2n[nH]c(-c3cc(C(F)(F)F)cc(C(F)(F)F)c3)n2)c1C | 4%[57.5 µM]
O=C(Nc1c2c(nn1-c1ccccc1)CSC2)c1ccc(N2C(=O)CCC2=O)cc1 | 3%
O=c1cc(N2CCN(c3ccccc3F)CC2)[nH]c(=O)n1-c1ccc(Br)cc1 | 0%
Cc1ccc(SCC(=O)N2N=CCC2c2ccccc2)cc1 (centres undefined) | -4%
Cc1[nH]nc2c1C(c1cccnc1)N(c1ccc(Br)cc1)C2=O (centres undefined) | 11%
Cn1cc(/C=C2\SC(=S)N(NC(=O)c3ccccc3Cl)C2=O)c2ccccc21 | 9%
COc1cc(/C=N/NC(N)=O)ccc1OCC(=O)N1C(C)CCCC1C (centres undefined) | 3%
COc1ccccc1/C=C/C=N/n1c(-c2ccco2)n[nH]c1=S | u
CC(C)(C)c1ccc(-c2nc(C#N)c(NCCCn3ccnc3)o2)cc1 | -5%[57.5 µM]
Cc1ccc(C)c(-n2cc(CNCCc3cnccn3)c(-c3ccccc3)n2)c1 | u
CCOc1cccc(CNCc2ccc(C(=O)O)cc2)c1 | 2%
CC(C)c1ccc(-c2nnn(CCC#N)n2)cc1 | -3%
CCOC(=O)C1C(c2ccc(O)c(OC)c2)NC(=S)NC1(O)C(F)(F)F (centres undefined) | 2%
O=C(CSc1ccccc1)N[C@@H](Cc1ccccc1)C(=O)O | -2%[57.5 µM]
Cc1ccccc1NC(=O)C(=O)c1cn(C)c2ccccc12 | -10%
Cc1cc(C(=O)NC(C)c2ccccc2)c2cc(F)ccc2n1 (centres undefined) | -3%
COC(=O)[C@@]1(Cc2ccc(F)cc2)[C@H]2c3cc(C(=O)N4CCCC4)n(CC4CC4)c3C[C@H]2CN1C(=O)c1ccccc1 | -3%
CCN(CC)c1ccc(CNc2nc3ccccc3n2C(C)C)cc1 | -5%[57.5 µM]
CCCc1nc2sc3c(c2c(=O)[nH]1)CCCC3 | -3%
CC(C)NC(=S)N/N=C/c1ccccc1[N+](=O)[O-] | -16%
COC(=O)c1c(NC(=O)COC(=O)CCc2ccc(S(=O)(=O)N3CCOCC3)cc2)sc2c1CCC2 | 15%
Cn1cccc1C(=O)N1CCC2(CC1)CN(C(c1ccccc1)c1ccccc1)C2 | u
CCCN1C(=O)/C(=C/c2nc3ccccc3c(=O)[nH]2)c2cc(C)ccc21 | -2%[57.5 µM]
Cc1cccc(NC(=O)NCC(c2ccco2)N2CCCCC2)c1 (centres undefined) | 9%
N#CC1=C(N)Oc2n[nH]c(-c3cccnc3)c2C1c1cc(F)ccc1F (centres undefined) | 4%
CCOC(=O)C1CCCN(C(=O)CSc2ccc(Br)cc2)C1 (centres undefined) | -6%
CCNc1nc(NCC)nc(SCC(C)=O)n1 | -5%
Cc1ccc(C(=O)Cn2cc([N+](=O)[O-])nc2C)cc1 | -7%[57.5 µM]
O=C(C1=C[C@@H](c2coc3ccccc3c2=O)C[C@@H](OCc2ccc(CO)cc2)O1)N1CCN(Cc2ccc3c(c2)OCO3)CC1 | -10%[57.5 µM]
Cc1ccsc1-c1nc(C(N)=O)c2[nH]c(=O)n(-c3ccc(Cl)cc3)c2n1 | 8%
NC(=O)CSc1nnc(Cn2c(=O)sc3ccccc32)n1-c1ccccc1 | -1%
CCOC(=O)c1ccc(NC(=O)C2CCN(C(=O)c3ccc(OC)c(OC)c3)CC2)cc1 | 6%
O=C(O)c1cccc(Nc2c([N+](=O)[O-])c(=O)oc3ccccc23)c1 | 5%[57.5 µM]
COc1ccc(-c2cc(C#N)nc(N3CCN(C)CC3)n2)cc1 | -5%
CCC(=O)NC(=S)Nc1ccc(S(=O)(=O)N2CCN(C)CC2)cc1 | 8%
O=C(Nc1sc2c(c1C(=O)O)CCCCC2)c1ccccc1F | 10%
CC(C)=CCC/C(C)=C/CC/C(C)=C/CO | 1%&22%
O=C(COC(=O)c1ccccc1C(=O)c1ccc(Cl)c([N+](=O)[O-])c1)NC1CC1 | -3%
O=c1[nH]c(-c2ccccc2)nnc1-c1ccccc1 | -12%[57.5 µM]
Cc1cc(OC(=O)CNC(=O)OC(C)(C)C)c2c(C)cc(=O)oc2c1 | -10%[57.5 µM]
CCCc1n(CC(O)COCc2ccccc2)c2ccccc2[n+]1C (centres undefined) | 8%
CN(c1ccccc1)S(=O)(=O)c1cccc(C(=O)Nc2nccs2)c1 | 13%
Cc1cccn2c(=O)c3cc(C#N)c(=N)n(Cc4ccncc4)c3nc12 | -1%
CC(C)C(OC(=O)c1ccccc1)c1nccc2ccccc12 (centres undefined) | 5%[57.5 µM]
Cc1[nH]n(-c2ccccc2)c(=O)c1/C=N/N1C(=O)c2ccc3c4c(ccc(c24)C1=O)CC3 | 7%
CCOc1ccc(/C=C2\SC(=S)N(CCC(=O)O)C2=O)cc1 | -2%[57.5 µM]
Cc1cccn2c(=O)c(/C=C3\SC(=S)NC3=O)c(NCCCN3CCOCC3)nc12 | u
Cc1sc2nc(-c3ccccn3)[nH]c(=O)c2c1-c1ccccc1 | 43%
Cc1cc(C(F)(F)F)nc(-n2cc(-c3cccc(N)c3)nn2)n1 | -10%[57.5 µM]
COc1ccc(CN2CCC(C(=O)N3CCCC(C)C3)CC2)cc1OC (centres undefined) | -8%
O=C(O)c1cc(Cl)c(Cl)cc1C(=O)Nc1cccc2ncccc12 | 0%
